MrgX1 agonist – human MrgX1 receptor agonism, primary screen; Q96LB2; 0.44% of 310,000 active; B-score at 10 µM; MrgX1-HEK293 cells, Fluo-4 calcium fluorescence, agonist mode; hits give high values;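 active = calcium response B-score plate-corrected fluorescence ratio at least 3 library SD, with starting fluorescence B-score inside 5 SD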
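Assay system: stable human MrgX1 HEK293 cell line. Quantity: 15,000 cells per well. Schedule: cells plated overnight, dye loaded 0.5 h 37 °C, 0.5 h room temperature. Detection: Fluo-4 NW calcium-flux fluorescence, kinetic read. Read-out basis: peak-minus-minimum fluorescence over baseline, converted to B scores. Control set: positive and negative control wells on each plate.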
TRPC6 act – mouse TRPC6 channel activation | Q61143 | HEK293-TRPC6 membrane potential dye fluorescence; hits give high values | B-score at 10 µM | 0.13% of 310,000 active;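 active = B-score of the integrated fluorescence ratio above library mean plus 3 SD, and starting fluorescence ratio within library mean plus 5 SD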;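 also: higher score means more depolarization so channel activation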
Target sequence (Q61143 whole entry, looked up): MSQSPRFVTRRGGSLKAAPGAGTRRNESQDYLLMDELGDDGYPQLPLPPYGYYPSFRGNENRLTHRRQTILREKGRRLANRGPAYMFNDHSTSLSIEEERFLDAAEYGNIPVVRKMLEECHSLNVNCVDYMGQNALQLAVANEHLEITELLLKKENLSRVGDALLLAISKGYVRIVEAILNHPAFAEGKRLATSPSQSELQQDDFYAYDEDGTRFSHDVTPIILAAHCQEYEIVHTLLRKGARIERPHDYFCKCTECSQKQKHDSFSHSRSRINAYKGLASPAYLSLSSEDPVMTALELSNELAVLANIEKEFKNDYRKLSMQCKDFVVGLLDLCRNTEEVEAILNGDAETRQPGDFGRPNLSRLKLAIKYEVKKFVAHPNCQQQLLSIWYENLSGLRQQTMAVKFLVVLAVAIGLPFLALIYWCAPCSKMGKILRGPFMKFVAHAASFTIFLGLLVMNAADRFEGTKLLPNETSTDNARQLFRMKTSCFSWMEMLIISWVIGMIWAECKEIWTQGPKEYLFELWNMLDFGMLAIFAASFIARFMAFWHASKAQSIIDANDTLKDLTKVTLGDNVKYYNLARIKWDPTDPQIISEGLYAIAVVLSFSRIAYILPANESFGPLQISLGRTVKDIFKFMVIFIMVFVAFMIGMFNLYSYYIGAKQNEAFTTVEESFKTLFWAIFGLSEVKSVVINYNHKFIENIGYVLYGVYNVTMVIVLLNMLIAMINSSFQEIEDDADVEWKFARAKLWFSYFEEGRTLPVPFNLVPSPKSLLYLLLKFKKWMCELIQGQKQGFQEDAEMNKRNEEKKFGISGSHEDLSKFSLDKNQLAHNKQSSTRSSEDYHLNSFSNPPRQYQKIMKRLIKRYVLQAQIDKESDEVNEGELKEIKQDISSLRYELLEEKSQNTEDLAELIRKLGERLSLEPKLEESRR
RGS4 block – human RGS4 inhibition; HEK293 M3R/RGS4 inducible, Fluo-4 calcium flux; hits give high values; triggered by carbachol at its EC20; P49798; 0.45% of 310,000 active; B-score at 10 µM;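 active = B-score, a plate-corrected calcium signal, over three deviations above library mean, with baseline fluorescence within five deviations of library mean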;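 also: RGS4 expression induced by doxycycline in cells with stable M3 receptor; B-score is computed from the integrated fluorescence ratio over baseline after carbachol; higher B-score means a larger calcium signal and so more RGS4 inhibition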
Target sequence (P49798 whole entry, looked up): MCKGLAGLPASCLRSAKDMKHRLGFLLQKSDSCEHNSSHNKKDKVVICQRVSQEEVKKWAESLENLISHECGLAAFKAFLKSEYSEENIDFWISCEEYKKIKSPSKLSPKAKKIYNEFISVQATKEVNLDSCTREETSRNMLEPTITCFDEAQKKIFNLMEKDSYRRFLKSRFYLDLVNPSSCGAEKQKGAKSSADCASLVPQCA
MrgX1 allo act – allosterically activates human MrgX1 receptor signaling. Q96LB2. MrgX1-HEK293, Fluo-4 calcium flux, FDSS; hits give high values. B-score at 10 µM. 0.63% of 310,000 active. AID 588675;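 active = plate-corrected calcium response at least 3 library SD above typical, normal starting fluorescence, not activating the receptor alone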;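 also: compound read alongside a low EC10 to EC30 dose of BAM8-22 agonist; peak minus trough fluorescence over baseline measured at the second addition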
TRPC4 block – blocks the mouse TRPC4 cation channel | AID 2247 | HEK293 TRPC4beta/mu-opioid, DAMGO-evoked Fluo4 calcium flux; hits give low values | 0.39% of 300,000 active | B-score at 10 µM;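 active = B-score over 3 SD under the library average, no early fluorescence shift, positive overall ratio signal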
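Material: HEK293 cells with stable TRPC4beta plus mu-opioid receptor expression; probe or stimulus: DAMGO in two steps, submaximal then maximal; technique: Fluo4 calcium fluorescence by kinetic imaging, 5 s 1 Hz baseline; measure: integrated fluorescence ratio relative to baseline, converted to per-well B score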
TRPC4 PAM – TRPC4 (mouse) allosteric potentiation; HEK293 TRPC4beta/mu-opioid, DAMGO EC20, Fluo-4 Ca2+ flux; hits give high values; 0.42% of 310,000 active; Q9QUQ5; B-score at 10 µM;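 active = B-score of calcium response area above 5 SD of library B-scores, with initial fluorescence ratio within 5 SD of library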;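 also: B-score of integrated fluorescence ratio over time as area under calcium response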
TRPC4 agonist – opens the mouse TRPC4 cation channel; AID 2237; B-score at 10 µM; HEK293 TRPC4beta/mu-opioid, Fluo4 calcium fluorescence; hits give high values; Q9QUQ5; 0.49% of 310,000 active;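 active = B-score above 5 SD of library B-scores, and initial fluorescence ratio not above library mean plus 5 SD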;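 also: positive B-score marks a calcium rise read as TRPC4 activation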
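Assay system: HEK293 stable line with TRPC4beta plus mu-opioid receptor. Times: dye 45 min RT, read 110 s. Measured by: kinetic Fluo4 calcium fluorescence. Measure: B score of integrated ratio. Controls: assay buffer as low control, maximal DAMGO as high control.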
MrgX1 antag – blocks BAM8-22 activation of human MrgX1 receptor; 1.3% of 310,000 active; Q96LB2; MRGX1-HEK293 calcium flux, Fluo-4, BAM8-22 antagonism; hits give low values; B-score at 10 µM;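 active = calcium-response B-score plate-corrected more than 3 library SD below zero, starting fluorescence within 5 deviations, no agonist response on first addition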;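 also: peak minus trough fluorescence over baseline after final BAM8-22 challenge near maximal dose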
TMEM16A act – mouse TMEM16A channel activation, primary screen; B-score at 10 µM; HEK293 TMEM16A/YFP-H148Q/I152L, iodide quench fluorescence; hits give low values; Q8BHY3; AID 623877; 0.3% of 340,000 active;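 active = fluorescence-ratio B-score plate-corrected deviation score at least 3 library SD below zero, with starting fluorescence score within 5 deviations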;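 also: channel opened by trigger with iodide after compound preincubation; score built on the fluorescence ratio of max minus min over baseline; more negative score means more quench and so TMEM16A activation or potentiation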
TRPC6 inhibitor – inhibitors of mouse TRPC6 channel | HEK293-TRPC6, membrane potential dye, ACh-evoked depolarization; hits give low values | 1.1% of 310,000 active | B-score at 10 µM | Q61143;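 active = B-score under library mean minus 3 SD, initial fluorescence not abnormally high, positive integrated signal ratio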;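 also: B-score derived from integrated fluorescence ratio over the kinetic read; more negative B-score means stronger inhibition of depolarization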
TMEM16A inh – blocks the mouse calcium-activated chloride channel TMEM16A | HEK293 TMEM16A/YFP iodide influx fluorescence, ionomycin | Q8BHY3 | normalized B-score (activity score, 25-100; higher = stronger inhibition) at 10 µM | 1.2% of 310,000 active | AID 588511;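 active = ratio plate-corrected score three or more library SD toward inhibition, starting fluorescence score within five deviations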;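 also: score derived from kinetic fluorescence span divided by baseline fluorescence per well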
An asterisk follows results filed as active; i = inactive; . = not tested or not shown. Outcome played no part in choosing rows; about 5.8% have a hit in one of these screens.

no. | Molecule | MrgX1 agonist | TRPC6 act | RGS4 block | MrgX1 allo act | TRPC4 block | TRPC4 PAM | TRPC4 agonist | MrgX1 antag | TMEM16A act | TRPC6 inhibitor | TMEM16A inh
1 | CC1CCC2(CC1)OCC1(CCC3(COC4(CCC(C)CC4)OC3)C1=O)CO2 (configuration not stated) | i | i | i | i | i | i | i | i | i | i | i
2 | C=CCn1c(SCC(=O)NNC(=O)Nc2ccc(C)cc2)nnc1-c1ccccc1 | i | i | i | i | i | i | i | i | i | i | i
3 | CCn1c(SCC(=O)N2CCC(C)CC2)nc2c(c1=O)SCC2 | i | i | i | i | i | i | i | i | i | i | i
4 | O=C(Nc1ccccc1)C1=C[C@H](c2coc3ccccc3c2=O)C[C@H](OCc2ccc(CO)cc2)O1 | i | i | i | i | i | i | i | i | i | i | i
5 | CCOc1ccc(-n2c(=S)sc3c(=O)[nH]c(SCC(=O)C(C)(C)C)nc32)cc1 | i | i | i | i | i | i | i | i | i | i | 100*
6 | COC(=O)c1cccc(NC(=O)CSc2nc3cccnc3n2C)c1 | i | . | . | i | . | . | . | -4.8* | i | . | i
7 | Cc1ccc(NC(=O)C(C)C(=O)Nc2ccc(C)cc2)cc1 | i | i | i | i | i | i | i | i | i | i | i
8 | COc1ccc(C2CC(c3ccc(OC)cc3OC(C)=O)=NN2C(=O)c2ccccc2)cc1 (configuration not stated) | i | i | i | i | i | 11* | i | i | i | i | i
9 | CCOC(=O)c1c(C)[nH]c(C(=O)COC(=O)C2CC2C)c1C (configuration not stated) | i | i | i | i | i | i | i | i | i | i | i
10 | CC(C)(O)P(=O)(O)CCc1ccccc1 | i | i | i | i | i | i | i | i | i | i | i
11 | CCC(C)N=Cc1c(NCc2ccco2)nc2c(C)cccn2c1=O (configuration not stated) | i | i | i | i | i | i | i | i | i | i | i
12 | COc1cc(/C=C/C(=O)OC(C)C(=O)c2ccccc2)cc(OC)c1OC (configuration not stated) | i | i | i | i | i | i | i | i | i | i | i
13 | COCCNC(=O)CN(c1ccccc1OC)S(C)(=O)=O | i | i | i | i | i | i | i | i | i | i | i
14 | CC1CCCCC1NC(=O)C1CCN(S(=O)(=O)N2CCCCCC2)CC1 (configuration not stated) | i | i | i | i | i | i | i | i | i | i | i
15 | Cc1nnc(SCC(=O)Nc2nc3c(s2)CC(C)CC3)s1 (configuration not stated) | i | i | i | i | i | i | i | i | i | i | i
16 | COc1ccc(Cl)cc1NC(=O)C1Cc2cc(S(=O)(=O)N3CCCC3)ccc2N1C(C)=O (configuration not stated) | i | i | i | i | i | i | i | i | i | i | i
17 | Cc1ccc(S(=O)(=O)CCC(=O)OCC(=O)Nc2ccc(N3CCOCC3)cc2)cc1 | i | i | i | i | i | i | i | i | i | i | i
18 | CC(=O)Nc1ccc(NC(=O)CSc2nnc3ccc(-c4cccnc4)nn23)cc1 | i | i | i | i | i | i | i | i | i | i | i
19 | CN(C)C(CNC(=O)c1ccc(C(F)(F)F)cc1)c1ccco1 (configuration not stated) | i | i | i | i | -7* | i | 86* | i | i | i | i
20 | CC(C)C[C@H](NC(=O)N1CC(=O)Nc2ccccc21)C(=O)N[C@@H](Cc1c[nH]c2ccccc12)C(=O)O | i | i | i | i | i | i | i | i | i | i | i
21 | O=C(CNS(=O)(=O)c1ccccc1)OCC(=O)c1ccc(OC(=O)c2ccccc2)cc1 | i | i | i | i | i | i | i | i | i | i | i
22 | N=C1SCC(=O)N1c1nc(-c2ccccc2)cs1 | i | i | i | i | i | i | i | i | i | i | i
23 | COc1ccccc1/C=N/NC(=O)CC(=O)NCc1cccnc1 | i | i | i | i | i | i | i | i | i | i | i
24 | CCCNC(=O)COC(=O)c1ccc(S(=O)(=O)N2CCCC2)cc1 | i | i | i | i | i | i | i | i | i | i | i
25 | CC(=O)c1ccc(N2CCN(S(=O)(=O)c3cn(C)c(C)n3)CC2)cc1 | i | i | i | i | i | i | i | i | i | i | i
26 | O=C(NC1CCCCCC1)c1ccc2c(=O)n3c(nc2c1)CCCCC3 | i | i | i | i | i | i | i | i | i | i | i
27 | O=C(NCCN1CCOCC1)c1ccc(Cl)c([N+](=O)[O-])c1 | i | i | i | i | i | i | i | i | i | i | i
28 | COc1ccc(C(CC(=O)N2CCOCC2)c2c(OC)cc(OC)c3ccc(=O)oc23)cc1 (configuration not stated) | i | i | i | i | i | i | i | i | i | i | i
29 | NC(=S)N/N=C/c1ccc2ccccc2c1 | i | i | i | i | i | i | i | i | i | i | i
30 | O=C(Cn1cnc(S(=O)(=O)N2CCCC2)c1)Nc1ccccc1 | i | i | i | i | i | i | i | i | i | i | i
31 | CCCOc1ccccc1C(=O)NCCCC(=O)O | i | i | i | i | i | i | i | i | i | i | i
32 | COc1ccc(C2=NS(=O)(=O)N(C)C(C(=O)N3CCCCC3)=C2)cc1OC | i | i | i | i | i | i | i | i | i | i | i
33 | COc1cc(OC)cc(C(=O)N[C@H](C(=O)OCC(=O)NC(C)c2ccccc2)C(C)C)c1 (some centres not stated) | 36* | i | i | i | i | i | 64* | i | i | i | i
34 | CCc1ccc(NC(=O)COC(=O)c2cccs2)cc1 | i | i | i | i | i | i | i | i | i | i | i
35 | Cc1ccc(C)c(C(=O)COC(=O)C2CCN(c3ccc(C(F)(F)F)cn3)CC2)c1 | i | i | i | i | i | i | i | i | i | i | i
36 | CC1Cc2ccccc2N1C(=O)CSC1=NCCS1 (configuration not stated) | i | i | i | i | i | i | i | i | i | i | i
37 | CNS(=O)(=O)c1cccc(C(=O)OCC(=O)NC(C)CCc2ccccc2)c1 (configuration not stated) | i | i | i | i | i | i | i | i | i | i | i
38 | ONC(=Nc1ccccc1)c1ccccc1Cl | i | i | i | i | i | i | i | i | i | i | i
39 | O=C(CSc1ccccc1)N1CCN(S(=O)(=O)c2cccs2)CC1 | i | i | i | i | i | i | i | i | i | i | i
40 | Cc1ccc2nc(COc3ccc(Cl)cc3)cc(=O)n2c1 | i | i | i | i | i | i | i | i | i | i | i
41 | COc1cccc(C(C2C(=O)CC(C)(C)CC2=O)C2C(=O)CC(C)(C)CC2=O)c1 | i | i | i | i | i | i | i | i | i | i | i
42 | COC(=O)C1CC(=O)c2sccc2C1 (configuration not stated) | i | i | i | i | i | i | i | i | i | i | i
43 | CCOC(=O)c1sc(-c2ccccc2)cc1NC(=O)Nc1ccc([N+](=O)[O-])cc1 | i | i | i | i | i | i | i | i | i | i | i
44 | CCOc1cc(-c2noc(CCC(=O)NC3CCCCC3)n2)ccc1OC | i | i | i | i | i | i | i | i | i | i | i
45 | O=C1CSC(=Nc2ccccc2)N1 | i | i | i | i | i | i | i | i | i | i | i
46 | Nc1ccc(C(=O)Oc2ccc([N+](=O)[O-])cc2)cc1 | i | i | i | i | i | i | i | i | i | i | i
47 | COCc1c(C(=O)N/N=C(\C)c2ccc(Cl)s2)nnn1-c1nonc1N | i | i | i | i | i | i | i | i | i | i | i
48 | O=C(NC12CC3CC(CC(C3)C1)C2)c1cccnc1Cl | i | i | i | i | i | i | i | i | i | i | i
49 | O=[N+]([O-])c1ccc(Sc2ccc(F)cc2)nc1 | i | i | i | i | i | i | i | i | i | i | i
50 | O=C(NNC(=O)c1ccc2c(=O)n3c(nc2c1)CCC3)c1cccc(Cl)c1 | i | i | i | i | i | i | i | i | i | i | i
51 | O=C(c1cccc(Cl)c1)N1CCN(c2ccccn2)CC1 | i | i | i | i | i | i | i | i | i | i | i
52 | O=C(COC(=O)C1C2CC3OC(=O)C1C3C2)Nc1ccccc1 (configuration not stated) | i | i | i | i | i | i | i | i | i | i | i
53 | Cc1ccc(NC(=O)CCCSc2nc3ccccc3[nH]2)cc1 | i | i | i | i | i | i | i | i | i | i | i
54 | COc1ccc(N2CCN(C(=O)c3ccc(CSc4ccccc4)cc3)CC2)cc1 | i | i | i | i | i | i | i | i | i | i | i
55 | Cc1cccc(Nc2nnc(SCC(=O)Nc3ccc(C(=O)O)cc3)s2)c1 | i | i | i | i | i | i | i | i | i | i | i
56 | COc1ccc(/C(C)=N/NC(=O)CNC(=O)C2COc3ccccc3O2)c(OC)c1 (configuration not stated) | i | i | i | i | i | i | i | i | i | i | i
57 | O=C1C=C(NCCN2CCOCC2)C(=O)c2cnccc21 | i | i | i | i | i | i | i | i | . | i | i
58 | CCn1c(CC(=O)Nc2ccc(C)cc2)nnc1SCC(=O)NCc1ccccc1 | i | i | i | i | i | i | i | i | i | i | i
59 | CCOC(=O)C1CCCN(c2c(NCC3CCCN3CC)c(=O)c2=O)C1 (configuration not stated) | i | i | i | i | i | i | i | i | i | i | i
60 | Cc1nn(-c2ccc(Cl)cc2)c(NC(=O)C(C)C)c(-c2ccccc2)c1=O | i | i | i | i | i | i | i | i | i | i | i

Following part:
no. | Molecule | MrgX1 agonist | TRPC6 act | RGS4 block | MrgX1 allo act | TRPC4 block | TRPC4 PAM | TRPC4 agonist | MrgX1 antag | TMEM16A act | TRPC6 inhibitor | TMEM16A inh
61 | CC(C)C(=O)OCC(=O)Nc1ccc2c(c1)CCC2 | i | i | i | i | i | i | i | i | i | i | i
62 | CC1(C)Cc2c(C#N)c(NCCCO)nc(-c3ccccc3)c2CO1 | i | i | i | i | i | i | i | i | i | i | i
63 | Cn1c(=O)c2c(nc(NCC(O)CO)n2CCc2ccccc2)n(C)c1=O (configuration not stated) | i | i | i | i | i | i | i | i | i | i | i
64 | COc1ccc(F)cc1S(=O)(=O)n1cnc2ccccc21 | i | i | i | i | i | i | i | i | i | i | i
65 | CCCCC(=O)Nc1ccc(C(=O)Nc2ccc(S(=O)(=O)N3CCCC3)cc2)cc1 | i | i | i | i | . | i | i | i | i | i | i
66 | COc1ccccc1Nc1nc(-c2cccc([N+](=O)[O-])c2)cs1 | i | i | i | i | i | i | i | i | i | i | i
67 | CC1(C)CC(=O)C(C(C2=C(O)CC(C)(C)CC2=O)c2cccnc2)C(=O)C1 (configuration not stated) | i | i | i | i | i | i | i | i | i | i | i
68 | CCCCCSc1nc2c(c(=O)[nH]c(=O)n2C)n1CCc1ccccc1 | i | i | i | i | i | i | i | i | i | i | i
69 | CC(=O)c1c(C)n(-c2ccc(C)cc2)c2ccc(O)cc12 | i | i | i | i | i | i | i | i | i | i | i
